TGFb SMAD3 inh: blocks TGF-b signaling. HepG2 CAGA-GFP TGF-b/SMAD3 reporter, GFP fluorescence, 18 h; TGF-beta stimulated, 500 pg/mL final. Potency, µM (series often up to 46.1 µM), without a hit: at the highest dose activity, negative = inhibition, usual class: inhibitors. 410,000 tested, 1.2% active. AID 588855; note: potency is the fitted concentration of half-maximal effect; % is set by controls: 0 for no effect and ±100 for the full control effect; nearly all actives have a fitted effect of over 65% in size
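GFP signal (ex488/em500-530) from TGF-beta-stimulated HEPG2 CAGA-GFP cells, 500 pg/mL final, 18 h at 37 degrees C in DMEM plus 1% FBS, normalized to unstimulated and DMSO-stimulated controls.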
pAkt inh: blocks phosphorylation of Akt | Neuro2A IGF-stimulated pAkt S473 HTRF, 20 min; stronger effect = lower value | activity change, % for hits at 50 µM | 360,000 tested, 0.32% active | AID 651550; in the data active = activity change below about -80%; inconclusive = mostly about -51% to -80%; note: % is set by controls: 0 for no effect and ±100 for the full control effect
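Neuro2A cells in DMEM with 0.5% FBS, overnight at 37 deg C, given compound at single 50 µM final, then IGF (6 nM final) for 20 min at 37 deg C. Lysed; phospho-Akt Ser473 by HTRF after 24 h, 665/615 ratio.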
Abeta yeast res: compounds reversing amyloid beta toxicity in yeast; yeast expressing A-beta42, growth rescue, OD600, 48 h; response scale: 0% DMSO, 100% iron-clioquinol control; Potency, µM (series often up to 46.1 µM), for inactives: top-dose growth rescue, hits mostly activators; 410,000 tested, 0.063% active; AID 1347071; note: potency is the fitted concentration of half-maximal effect; nearly all actives have a fitted effect of over 55% in size
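Yeast growth medium received pinned compounds, then yeast cells expressing toxic A-beta were added; plates incubated at 30 C for 48 hr. Growth read as absorbance at 600 nm, normalized to DMSO and equimolar FeCl3 plus clioquinol controls.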
CCT modulator: cytosolic chaperonin activity modulation; purified chaperonin ATPase assay, HTRF ADP detection, 30 min; activity change, % (no concentration beside the values), hits read low; 360,000 tested, 0.3% active; AID 651819; in the data active = activity change below about -30%; note: % is set by controls: 0 for no effect and ±100 for the full control effect
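First, chaperonin was dispensed at 40 nM or 20 nM final depending on batch activity. Next, compounds were pinned at 76 uM and ATP added at 10 uM. After 30 min at 37 °C, ADP detection reagents ran 30 min at ambient temperature.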
A549 viability: kills or reduces viability of A549 cells in Nrf2 counter-screen; A549 ARE-Fluc cells, CellTiter-Fluor viability, 18-24 h; Potency, µM (highest dose often 46 µM), for the others: at the highest dose activity change, negative = cytotoxicity, most hits filed as inhibitors; 390,000 tested, 0.16% active; note: potency is the fitted concentration of half-maximal effect; % is set by controls: 0 for no effect and ±100 for the full control effect
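A549 ARE_Fluc cells in 5% FBS OPTI-MEM were exposed to compounds in concentration-response for 18-24 h at 37 deg C. Viability was read by CellTiter-Fluor fluorescence (Ex 405/Em 525) after 30 min, before the luciferase read.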
Nrf2 inh: blocks Nrf2 signaling | AID 504444 | 360,000 tested, 2.1% active | A549 ARE-Fluc reporter, luciferase luminescence, 18-24 h | Potency, µM (top dose mostly 46 µM), inactives show at the highest dose activity change, negative = inhibition, usual class: inhibitors; note: potency is the fitted concentration of half-maximal effect; % is set by controls: 0 for no effect and ±100 for the full control effect; nearly all actives have a fitted effect of over 60% in size
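A549 ARE_Fluc cells (5000/well, 5% FBS OPTI-MEM) pre-incubated 2 h, then treated with compounds 18-24 h at 37C/5% CO2 in concentration-response. CellTiter-Fluor viability read first; BugLite luciferase luminescence after 15 min at room temperature gives Nrf2 activity.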
Nrf2 activator: activators of Nrf2 (ARE) signaling; AREc32 ARE-luciferase reporter (MCF7-derived line), luminescence, 24 h; Potency, µM (highest dose often 46.1 µM), without a hit: at the top dose activation, usual class: activators; 410,000 tested, 0.31% active; AID 624171; note: potency is the fitted concentration of half-maximal effect; % of control where 0% means no effect; nearly all actives have a fitted effect of over 65% in size
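Luciferase luminescence (Steady-Glo, 30 min at room temperature) served as the read-out of ARE activation in AREc32 cells treated with compounds for 24 hr at 37 deg C.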
HepG2 viability: HepG2 cytotoxicity, counter-screen for TGF-b inhibitors | 410,000 tested, 0.76% active | Potency, µM (series often up to 46.1 µM), without a hit: at the highest dose activity change, negative = cytotoxicity, actives largely listed as cytotoxic | AID 588856 | HepG2 CAGA-GFP viability, ATP luminescence, 18 h; note: potency is the fitted concentration of half-maximal effect; some results filed as inactive show a strong effect at the top dose
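HepG2 CAGA-GFP cells (1000/well, DMEM with 1% FBS) received compound, then TGF-beta at 500 pg/mL final, and were incubated 18 hours at 37 degrees C. Viability was read by CellTiter-Glo luminescence. Media-only wells were set as complete cell-killing and DMSO as no toxicity.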
MmCpn inh: inhibitors of Methanococcus maripaludis chaperonin (MmCpn) | AID 504842 | purified Mm-Cpn ATPase, ADP Transcreener TR-FRET | 330,000 tested, 0.031% active | Potency, µM (titrated, usually from 76.9 µM), without a hit: at the highest dose activity, negative = inhibition, most hits filed as inhibitors; note: potency is the fitted concentration of half-maximal effect; % is set by controls: 0 for no effect and ±100 for the full control effect; nearly all actives have a fitted effect of over 80% in size
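Reaction buffer contained 30 mM Tris pH 7.4, 100 mM KCl, 5 mM MgCl2 and 1 mM DTT. Mm-CPN (25 nM final) hydrolysed 10 uM ATP over 30 min at 37°C; ADP was read by HTRF.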
* marks the source's active call; other numbers are inactive results; i = inactive; ? = inconclusive; . = no result given; [ ] = dose if it differs, or a comment. Unless noted, calls come from the whole dose curve; as a rule, active = well fitted curve in the direction sought with a large enough effect; inconclusive = small, poorly fitted or top-dose-only effect, or another doubt; inactive = no such curve, though single readings can be large; an effect the other way counts as inactive or inconclusive.

SMILES	TGFb SMAD3 inh	pAkt inh	Abeta yeast res	CCT modulator	A549 viability	Nrf2 inh	Nrf2 activator	HepG2 viability	MmCpn inh
Cc1cc(O)c(C(c2ccccc2Cl)N2CCCCC2)c(=O)n1Cc1ccco1 (stereo unspecified)	-12.5%	.	13.6%	.	10.8%	.	3.4%	-1.1%	.
c1csc(-c2nc(N3CCCCC3)no2)c1	-5.3%	i	1.2%	-0.1	-0.1%	?	?	-2.8%	-0.3%
Cc1ccc(NC(=O)COC(=O)C2(c3ccc(Cl)cc3)CCCC2)cc1	10µM*	i	24.5%	0.9	-1.7%	-21.1%	5.4%	-41.3%	-1.3%
Cc1cc(C(C)(C)C)ccc1NC(=O)CC(C)(C)CC(=O)O	-26.3%	i	-8.9%	-1.1	1.6%	?	3.5%	-9.5%	-0.1%
O=C(Nc1ccc2c(c1)CCCN2C(=O)c1ccccc1)c1ccccc1Br	1.0%	i	.	-3.4	0.6%	-2.7%	6.3%	-46.3%	2.2%
CCOC(=O)c1cnn(CCOC(=O)Cc2cccs2)c1NC(=O)Cc1cccs1	?	i	4.2%	-2.2	-4.7%	.	0.1%	-0.6%	-2.6%
C[C@@H]1CN([C@H](C)CO)C(=O)c2cc(C#CC3CCCCC3)cnc2O[C@H]1CN(C)Cc1cccnc1	7.1%	i	2.4%	2.6	.	.	0.8%	-32.3%	.
O=C(NC(=S)Nc1ccccc1[N+](=O)[O-])c1ccccc1	18.8%	i	23.7%	-0.7	-3.7%	?	?	-9.5%	1.1%
CC(C)CC1NC2(C(=O)N(C)c3ccccc32)C2C(=O)N(C(C)C)C(=O)C12 (stereo unspecified)	-18.8%	i	-3.8%	-4.8	1.3%	-6.3%	0.2%	0.0%	-0.8%
Cc1ccc(C)c(C(=O)CCC(=O)N2CCN(c3cccc(C(F)(F)F)c3)CC2)c1	11.2µM*	i	21.6%	1.0	-9.3%	?	1.8%	-49.2%	1.1%
CC(=O)NCCOc1nc(N(C)C)nc(N2CCOCC2)n1	0.0%	i	-1.4%	-1.8	-5.8%	0.5%	0.3%	-0.2%	0.8%
C=CCn1c(SCc2ccccc2F)nc2cc(C(=O)O)ccc2c1=O	-14.9%	i	-4.2%	-2.9	-3.7%	?	0.5%	-21.1%	2.3%
Cn1nccc1C(=O)NCc1ccc2c(c1)CCN2C(=O)c1ccccc1	31.4%	.	-7.1%	.	-16.4%	.	0.6%	5.8%	.
C/C(=N\NC(=O)CC(C)C)c1ccc(Cl)c(Cl)c1	3.7%	i	0.2%	0.8	-5.4%	-4.9%	4.0%	-4.3%	1.5%
Cc1cc(=O)[nH]c(-c2ccccc2)n1	36.6%[activator]	i	8.3%	-0.2	-0.3%	-4.4%	-0.6%	-10.8%	1.3%
CS(=O)(=O)Cc1cc(N2CCCC2)nc(-c2ccccc2)n1	2.8%	i	-0.8%	-1.0	-1.8%	-13.0%	0.4%	10.2%	-0.9%
O=C1c2ccccc2C(=O)N1c1ccc(S(=O)(=O)N2CCOCC2)cc1	-0.3%	.	.	.	1.6%	0.0%	.	-2.6%	.
Cc1ccc(C(=O)CSc2nc(-c3ccccc3)nc3c2CCCC3)cc1	0.0%	.	-9.1%	.	2.2%	8.9%	-0.1%	-15.0%	.
COc1ccc(C(=O)/C=C/Nc2cc(C)on2)c(OC)c1	-19.7%	i	-80.5%[inhibitor]	0.7	-0.9%	11.7%	0.0%	1.4%	0.8%
CSc1sc(C(=O)NNC(=O)c2ccc(Cl)cc2)c2c1C=CCC2	16.1%	i	-4.7%	-0.4	0.0%	8.0%	-0.1%	-11.6%	-15.1%
Cc1c(C2(O)CCCCC2)[nH]c2cnccc12	1.2%	i	2.1%	-1.8	4.4%	1.4%	-0.1%	-17.3%	-4.3%
Cc1ccc2nc(-c3ccncc3)cc(C(=O)Nc3ccc(F)cc3C)c2c1	5.6%	i	17.4%	1.3	-10.5%	-22.9%	2.5%	0.0%	-2.1%
Cc1ccc(C(=O)c2ccccc2C(=O)Nc2ccccc2)cc1	?	i	0.0%	0.6	-4.6%	4.7%	1.5%	-11.9%	-0.5%
CC(NC(=O)C(NS(=O)(=O)c1cccc2nsnc12)C(C)C)c1ccccc1 (stereo unspecified)	-0.9%	i	10.2%	-2.5	-2.3%	10.1%	-1.0%	-22.1%	-2.5%
Cc1c(CC(=O)O)c(=O)oc2cc(OCc3ccc(F)cc3Cl)ccc12	-1.7%	i	2.7%	-0.1	-9.2%	-4.2%	0.1%	3.4%	-0.9%
CCCSCCCNC(=O)CC1Oc2ccccc2NC1=O (stereo unspecified)	-22.4%	i	14.2%	-1.2	-2.9%	28.0%	-0.2%	2.5%	-2.0%
CCCc1cc(=O)oc2cc(OCc3ccc(C(=O)O)o3)ccc12	7.1%	i	7.0%	1.4	5.1%	9.1%	0.0%	-3.0%	-2.3%
COc1ccccc1/C=N\N=C(\N)c1ccccn1	-11.3%	i	11.9%	0.1	0.0%	?	4.6%	-24.7%	-0.1%
O=C1c2cccnc2C(=O)N1c1cccc([N+](=O)[O-])c1	-1.3%	i	-17.2%	0.1	1.1%	-14.1%	14.2%	-23.6%	-1.2%
CN1CCN(S(=O)(=O)c2ccc(NC(=O)c3cccs3)cc2)CC1	17.7%	-102.2%*	-7.0%	-0.8	-0.1%	15.0%	3.1%	4.8%	.

Profiles, looked up by structure. Screens in order: TGFb SMAD3 inh	pAkt inh	Abeta yeast res	CCT modulator	A549 viability	Nrf2 inh	Nrf2 activator	HepG2 viability	MmCpn inh
Entry for Cc1ccc(C(=O)CSc2nc(-c3ccccc3)nc3c2CCCC3)cc1 → 0.0%	.	-9.1%	.	2.2%	8.9%	-0.1%	-15.0%	.
Entry for CN1CCN(S(=O)(=O)c2ccc(NC(=O)c3cccs3)cc2)CC1 → 17.7%	-102.2%*	-7.0%	-0.8	-0.1%	15.0%	3.1%	4.8%	.

(continued)
SMILES	TGFb SMAD3 inh	pAkt inh	Abeta yeast res	CCT modulator	A549 viability	Nrf2 inh	Nrf2 activator	HepG2 viability	MmCpn inh
Cc1ccc(C)n1-c1ccc(N2CCOCC2)c(Br)c1	-20.5%	i	-8.8%	1.5	-0.7%	.	11.8%	-9.9%	0.3%
Cc1cc(C)c(S(=O)(=O)N2CCCCC2C(=O)O)c(C)c1 (stereo unspecified)	-18.9%	i	7.8%	1.2	-3.2%	-2.1%	-0.7%	-7.7%	-0.3%
CCOC(=O)C1=C(c2ccccc2)NC(=O)N(C(C)=O)C1c1cccc([N+](=O)[O-])c1 (stereo unspecified)	9.3%	i	-13.3%	1.6	9.2%	-9.1%	3.5%	-7.7%	0.0%
CC1CC(C)(C)CC2(C1)NC(=O)N(CC(=O)OCc1ccc(Br)cc1)C2=O (stereo unspecified)	-30.4%	i	3.3%	-2.8	5.6%	0.2%	0.0%	-22.4%	1.1%
O=c1c2cc(N3CCOCC3)ccc2[nH]c(=S)n1Cc1cccc(Cl)c1	-3.5%	i	-12.9%	1.9	?	?	0.3%	-1.4%	0.4%
COC(=O)c1ccc(NC(=O)CSc2nnc(-c3ccncc3)n2C)cc1	1.0%	i	8.1%	-1.8	1.8%	-7.7%	-0.5%	-11.4%	?
O=C(Cn1c(=O)n(Cc2ccc(C(=O)NCc3ccc4c(c3)OCO4)cc2)c(=O)c2ccccc21)Nc1ccccc1F	-38.1%	.	-3.0%	.	-5.9%	-11.7%	-0.7%	-4.8%	.
COc1ccc(NC(=O)CN(Cc2ccccc2)Cc2ccccc2)cc1S(N)(=O)=O	-4.8%	i	-11.5%	-3.9	?	-0.3%	-0.6%	-1.8%	1.2%
COCCn1c(SCc2c(F)cccc2Cl)nc2c1c(=O)[nH]c(=O)n2C	?	i	-18.2%	-0.1	2.1%	-4.6%	-0.6%	-10.2%	-1.5%
CC(C)C(=O)N1CCN(S(=O)(=O)c2ccc3ccccc3c2)CC1	?	i	-15.9%	2.9	-3.3%	?	0.3%	-9.5%	0.7%
CCCN(CCC)S(=O)(=O)c1cc(CN2C(=O)c3cccnc3C2=O)ccc1OC	12.6%	i	-1.6%	-0.9	1.8%	4.5%	-0.2%	7.3%	1.0%
COC(=O)CN1C(=O)[C@H]2[C@@H](c3ccc(C)o3)N3C(=O)CN(Cc4ccc(-c5ccccc5)cc4)C(=O)[C@@]3(C)[C@H]2C1=O	-1.9%	i	-2.1%	-0.3	2.2%	4.9%	1.2%	-19.0%	-0.4%
CCOC(=O)/C(C#N)=C/NC(=O)NC(C)(C)C	12.5%	i	17.4%	1.1	3.9%	-13.0%	0.1%	-8.3%	-1.0%
CC1CCC2(CC1)NC(=O)N(CC(=O)NCc1ccco1)C2=O (stereo unspecified)	-3.7%	i	-0.1%	-0.9	.	.	0.4%	-10.9%	.
COc1ccc(CNC(=O)C2CCN(S(=O)(=O)c3cccc4nonc34)CC2)cc1OC	-3.4%	.	-3.9%	.	2.0%	.	0.6%	-6.2%	.
COc1ccc(-c2cc(C(=O)OCC(=O)NC(C)C)c3ccccc3n2)cc1	2.8%	i	4.5%	-5.1	2.7%	?	0.7%	-16.1%	-27.9%
CCNS(=O)(=O)c1ccc(NC(=O)Cn2nc(C(F)(F)F)cc2C)cc1	1.4%	i	-5.0%	-1.9	1.7%	11.4%	-0.3%	1.3%	0.4%
CC(=O)N1CCC(N(Cc2ccc(C)o2)C(=O)Nc2cccc(C(F)(F)F)c2)CC1	0.4%	.	-3.8%	.	8.5%	21.4%	0.5%	-22.6%	.
COc1ccc(/C=C/C(=O)OCC(=O)NC2CCS(=O)(=O)C2)cc1 (stereo unspecified)	1.2%	i	-10.1%	0.4	-0.7%	6.3%	3.7%	-42.6%	-3.6%

Screening results from PubChem BioAssay.
